Screens from PubChem BioAssay.
All columns: NCI-60 one-dose screen, growth in % after 48 h at 10 µM unless noted; 100 = growth as untreated, 0 = no growth, -100 = all killed.
RXF 393: RXF 393 renal cancer cells. actives 6.9% (n = 77,000). AID 1794773
CAKI-1: CAKI-1 renal cancer. AID 1794772. actives 4.7% (n = 75,000)
SN12C: SN12C renal cancer cells; AID 1794767; actives 3.8% (n = 81,000)
ACHN: ACHN renal cancer; actives 4.9% (n = 81,000)
A498: A498 renal cancer cells | actives 5.4% (n = 76,000) | AID 1794774
UO-31: UO-31 renal cancer; actives 5.2% (n = 81,000)
TK-10: TK-10 renal cancer cells; actives 3.9% (n = 81,000); AID 1794769
U251: U251 CNS tumor cells | actives 5.4% (n = 80,000)
786-0: 786-0 renal cancer cells. actives 5.1% (n = 81,000)
The depositor's hits bear a star; nt = no result given; & = joins results of further samples; [ ] = dose if it differs, or a comment. Rule for the calls: active = growth percent below 10; inactive = the rest. An unsorted share of the library, and some 12% of all compounds hit somewhere here.

SMILES	RXF 393	CAKI-1	SN12C	ACHN	A498	UO-31	TK-10	U251	786-0
COc1ccc(-c2cscc2N)cc1	106.4	70.9	71.2	54.7	83.3	78.0	101.2	38.5[100 µM]	98.6
O=c1[nH]c(=S)[nH]c(=O)n1Cc1ccc(Cl)cc1	126.1	113.1	102.1	106.9	103.6	85.0	nt	96.5	100.0
CCN(CC)c1ccc2oc(=O)c(-c3csc(N/N=C(\C)c4cc(OC)c(OC)c(OC)c4)n3)cc2c1	86.3	89.8	90.8	103.8	130.0	71.3	116.5	81.6	96.2
CC[N+]1(CC(=O)c2ccccc2)CCCCC1	95.2	nt	98.7	100.3	95.8	91.8	98.9	100.9	97.1
O=C1c2ccccc2C(=O)N1CC1CC2C=CC1C2 (stereo not drawn)	85.9	nt	101.7	90.5	94.8	nt	102.4	89.0	102.5
CCOC(=O)c1c(C)nc2c(c1N)/C(=C/c1ccc(OC)c(O)c1)C(=O)N2c1cc(OC)c(OC)c(OC)c1	45.6	nt	53.7	75.7	80.1	55.8	87.8	50.0	91.0
NC(=S)N/N=C/c1ccc(OC(=O)COc2ccccc2)cn1	72.2	3.9*	34.7	8.0*	70.5	24.5	74.7	42.3	22.0
COC(=O)[C@@H](Cc1c[nH]c2ccccc12)NC(=O)[C@H](Cc1ccccc1)NCc1cccs1	95.2	83.5	93.2	100.3	47.8	78.7	85.4	85.8	95.3
CCNC(=O)CCCC(=O)OC	121.5	97.7	103.5	112.2	97.1	86.7	110.3	105.6	108.2
CCOC(=O)/C=C1/S/C(=N/NC(=O)COc2cc(=O)n(C)c3ccccc23)N(Cc2ccccc2)C1=O	91.0	91.2	93.1	95.0	101.0	64.2	104.2	93.3	99.0
CN(C(=O)COC(=O)/C=C/c1ccc([N+](=O)[O-])cc1)C1CCS(=O)(=O)C1 (stereo not drawn)	112.2	81.2	nt	81.9	92.9	91.5	79.7	100.2	77.1
O=C(O)c1cc(O)c(O)c(Cl)c1	101.6	106.7	104.6	99.7	102.8	76.4	105.2	110.4	100.3

Arranged by SMILES length (rising): 10 of the compounds above.
SMILES	RXF 393	CAKI-1	SN12C	ACHN	A498	UO-31	TK-10	U251	786-0
CCNC(=O)CCCC(=O)OC	121.5	97.7	103.5	112.2	97.1	86.7	110.3	105.6	108.2
CC[N+]1(CC(=O)c2ccccc2)CCCCC1	95.2	nt	98.7	100.3	95.8	91.8	98.9	100.9	97.1
O=C1c2ccccc2C(=O)N1CC1CC2C=CC1C2 (stereo not drawn)	85.9	nt	101.7	90.5	94.8	nt	102.4	89.0	102.5
O=c1[nH]c(=S)[nH]c(=O)n1Cc1ccc(Cl)cc1	126.1	113.1	102.1	106.9	103.6	85.0	nt	96.5	100.0
NC(=S)N/N=C/c1ccc(OC(=O)COc2ccccc2)cn1	72.2	3.9*	34.7	8.0*	70.5	24.5	74.7	42.3	22.0
CN(C(=O)COC(=O)/C=C/c1ccc([N+](=O)[O-])cc1)C1CCS(=O)(=O)C1 (stereo not drawn)	112.2	81.2	nt	81.9	92.9	91.5	79.7	100.2	77.1
COC(=O)[C@@H](Cc1c[nH]c2ccccc12)NC(=O)[C@H](Cc1ccccc1)NCc1cccs1	95.2	83.5	93.2	100.3	47.8	78.7	85.4	85.8	95.3
CCN(CC)c1ccc2oc(=O)c(-c3csc(N/N=C(\C)c4cc(OC)c(OC)c(OC)c4)n3)cc2c1	86.3	89.8	90.8	103.8	130.0	71.3	116.5	81.6	96.2
CCOC(=O)/C=C1/S/C(=N/NC(=O)COc2cc(=O)n(C)c3ccccc23)N(Cc2ccccc2)C1=O	91.0	91.2	93.1	95.0	101.0	64.2	104.2	93.3	99.0
CCOC(=O)c1c(C)nc2c(c1N)/C(=C/c1ccc(OC)c(O)c1)C(=O)N2c1cc(OC)c(OC)c(OC)c1	45.6	nt	53.7	75.7	80.1	55.8	87.8	50.0	91.0

Further results follow.
SMILES	RXF 393	CAKI-1	SN12C	ACHN	A498	UO-31	TK-10	U251	786-0
CN1CCN(c2ccc(Nc3nc(N4CCN(S(=O)(=O)c5ccc(Cl)cc5)CC4)c4sccc4n3)cc2)CC1	-95.7*	7.7*	91.9	-64.4*	125.3	64.2	85.9	-85.2*	-62.9*
CCCCC(O)Cn1ncc(C(=O)OCC)c1NC(=O)NCc1ccc(C(F)(F)F)cc1 (stereo not drawn)	94.1	62.2	88.1	78.4	nt	57.2	87.6	81.1	83.4
COc1c(O)cc2oc3cc(O[C@H]4O[C@@H](CO)[C@@H](O)C(O)C4O)c(CC=C(C)C)c(O)c3c(=O)c2c1CC=C(C)C (stereo partly drawn)	110.8	nt	103.8	106.1	91.5	80.9	95.6	92.5	111.1
O=C(O)C(O)c1ccccc1 (stereo not drawn)	102.5	96.8	106.0	102.9	93.9	84.5	103.3	102.8	98.8
N#CCC(=O)Nc1nc2ccccc2[nH]c1=O	106.8	87.9	91.8	98.6	nt	76.1	107.8	100.8	97.8
COc1ccccc1NC(=O)Oc1ccc(C#N)cc1	100.0[100 µM]	99.5[100 µM]	96.5[100 µM]	102.5[100 µM]	100.2[100 µM]	92.0[100 µM]	111.7[100 µM]	101.9[100 µM]	92.1[100 µM]
O=C(N/N=C\c1cc(Cl)ccc1O)c1ccncc1	57.4	49.2	nt	27.7	103.7	41.6	66.3	43.9	19.1
CC1=C(C(=O)n2nc3ccccc3n2)C(c2cccc([N+](=O)[O-])c2)C(C(=O)n2nc3ccccc3n2)=C(C)N1	99.9	96.3	101.5	110.8	101.1	68.8	101.8	100.6	102.0
CCN1CCN(CCCNc2nccc(-c3cn(-c4ccccc4)nc3-c3ccc(Cl)c(OC)c3)n2)S1(=O)=O	83.4	77.3	93.4	92.9	nt	77.2	95.0	86.7	71.0
COc1ccc(NC(=O)c2c(Nc3ccccc3)nn3cc(-c4nc5ccccc5s4)c(N)nc23)cc1	105.8	89.9	98.9	99.3	93.5	83.7	95.8	105.7	102.9
OC(C[n+]1cccc(Br)c1)c1ccccc1 (stereo not drawn)	108.2	nt	93.4	97.7	94.7	77.9	105.8	94.7	100.7
COC(=O)[C@H]1CCCN1C(C(=O)NC(C)(C)C)c1c(C)c(-c2c(C)cc3c(C(C(=O)NC(C)(C)C)N4CCC[C@@H]4C(=O)OC)c(OC)c(OC)cc3c2OC)c(OC)c2cc(OC)c(OC)cc12 (stereo partly drawn)	99.2	85.0	96.9	94.0	98.1	78.7	93.1	97.1	92.0
O=c1c2ccccc2c2ccccc2c(=O)n1-c1c(Cl)cc(Cl)cc1Cl	126.7	103.0	101.4	113.2	108.6	89.1	113.4	102.2	97.4
N#Cc1c(-c2ccc(Cl)cc2)cc(-c2cc(O)ccc2O)nc1N	15.7	82.8	-2.0*	8.4*	nt	59.0	79.6	-26.5*	-4.4*
CCOC(=O)c1cc2c([nH]c1=O)-c1cnn(-c3ccc(Cl)cc3)c1CC2	107.2	88.8	102.0	93.6	62.7	91.6	109.7	nt	100.5
CCCCC1(CC)COC(c2ccc(Cl)cc2)OC1 (stereo not drawn)	95.0	102.9	103.8	101.1	84.2	92.8	nt	110.5	98.0
CCCCN(CC)CCCCCCCCCCN1CCCc2cc(OC)ccc21	92.7	6.9*	nt	76.7	75.9	24.4	87.8	87.4	60.4
CCN1C(=O)N(CC)C2Nn3c(s/c(=C\c4ccc[nH]4)c3=O)=NC21 (stereo not drawn)	112.6	87.8	99.0	103.8	90.2	84.1	110.7	101.6	95.2
Cc1ccc(/C=N/Nc2nc3c(c(=O)n(C)c(=O)n3C)n2C)cc1	102.9	nt	nt	108.1	nt	115.4	102.4	nt	95.2
O=C1Nc2ccccc2Cc2c1c1ccccc1[nH]c2=O	135.9	90.8	101.1	96.9	102.7	63.5	102.3	99.9	99.6
Clc1ccccc1-c1ccc(-c2nn3c(-c4ccccc4)nnc3s2)o1	86.4	89.5	92.3	82.8	73.2	78.0	104.6	42.8	89.8
COc1ccc(-n2c(=S)sc3c(Cl)nc(C)nc32)c(OC)c1	42.6	-41.8*	27.0	56.8	110.2	-36.2*	45.7	-39.6*	75.3
CCOC(=O)N(CC)c1ccccc1	129.3	93.0	107.7	106.7	99.1	93.3	107.3	115.8	107.6
CC/C(=C(/c1ccc(Cl)cc1)c1ccc(OCCN(CC)CC)cc1)c1ccc(OC)cc1	45.0	77.0	67.5	79.4	103.8	67.5	64.9	33.5	49.5
O=c1cc(-c2ccccc2)oc2cc(OCc3cn(Cc4ccc(F)cc4)nn3)cc(OCc3cn(Cc4ccc(F)cc4)nn3)c12	-8.1*	54.6	38.7	7.3*	30.8	3.6*	37.1	10.5	1.1*
Cc1c(C(N)=O)sc2c1c(=O)n(Cc1ccccc1)c1nnc(S(=O)(=O)CC(=O)Nc3ccc(Cl)cc3)n21	41.8	68.2	56.0	10.1	22.6	87.0	18.0	35.2	3.5*
CC(C)(C)OC(=O)NOC(=O)C(C)(C)C	112.0	99.0	97.8	89.0	108.9	81.4	105.2	105.9	114.5
Nc1cc(C(=O)Nc2cccc(C3=NCCN3)c2)ccc1C(=O)Nc1cccc(C2=NCCN2)c1	111.7	96.2	100.4	97.7	109.7	82.4	102.2	97.9	103.9
C=C1C(=O)O[C@H]2[C@H]1CC/C(COC(=O)NCc1cc(OC)cc(OC)c1)=C\CC[C@@]1(C)O[C@@H]21	-41.9*	-15.1*	7.9*	5.8*	68.0	-58.4*	-1.0*	40.7	-37.7*
CCCCCCCCCCCCCCCCCCOc1ccccc1CC(=O)NCCN(C)C	76.2	64.3	66.2	79.1	95.8	42.2	75.9	64.2	70.6
C=C1C(=O)O[C@H]2[C@H](O)[C@@H](C)CCC/C(C)=C/CC[C@@]3(C)O[C@@H]3C[C@@H]12	53.1	74.8	91.2	96.0	91.8	77.4	81.0	97.3	93.7
CCC(N)=O	95.2	109.7	107.7	111.8	111.3	80.0	95.5	103.7	99.5
COc1ccc(C(=O)CSc2n[nH]c(-c3ccncc3)n2)cc1	101.2	84.8	95.3	101.7	51.4	82.4	106.4	98.7	94.6
CC(C)c1ccc(/C=C(\C#N)c2cc3ccccc3[nH]2)cc1	91.3	58.3	79.3	82.4	107.2	67.9	93.9	78.1	98.4
Clc1ccc(-c2cnc3nonc3n2)s1	109.2	94.1	92.6	81.9	93.9	64.0	103.4	87.9	86.1
CC[C@@H](C)[C@H](NC[C@H](O)CN1C(=O)/C(=C\c2cc(OC)c(OC)c(OC)c2)c2ccccc21)C(=O)OC	107.5	89.0	96.1	100.4	99.0	73.6	105.1	91.7	97.8
C=CCOc1cccc(/C=C2\SC(=S)N(C3CC(=O)N(c4ccc(Br)cc4)C3=O)C2=O)c1 (stereo not drawn)	132.3	104.5	92.8	94.8	105.3	89.6	126.4	96.6	104.3
NS(=O)(=O)c1ccc(Nc2nc(SCC(=O)c3ccccc3)nc3c2CCCC3)cc1	98.5	87.8	98.3	96.9	90.1	89.1	102.7	91.2	97.5
CC1=CCC(OC(C)C2(CCC(C)(O)C(=O)Oc3ccc(C(C)C)cc3)OC3(C)CC(C(C)C)C(O)CC3O[C+]2C)(C(C)C)CC1 (stereo not drawn)	118.7	100.2	98.1	111.4	nt	93.8	102.6	99.1	102.7
O=C(NCN1C(=O)c2cccc3cccc(c23)C1=O)N1CCN(CCO)CC1	96.9	102.8	92.7	108.8	100.5	93.3	92.7	86.2	110.3
COc1cc(OC)c(C(=O)/C=C/c2cccc(C#N)c2)c(OC)c1	-3.8*	15.9	15.6	-33.9*	nt	12.4	24.8	8.7*	9.7*
Cc1cccc(NC(=O)c2ccccc2C)c1	104.2	90.1	106.5	108.8	94.8	87.5	98.8	104.8	95.3
Cc1ccc(-n2nc(C(=O)NCCCCC(=O)O)nc2-c2ccccc2)cc1	nt	94.8	109.1	105.4	99.6	82.6	104.2	105.6	103.2
CN1CCN(c2ccc(-c3c(C#N)c(-c4ccccc4)nc4c3c(-c3ccccc3)nn4-c3ccccc3)cc2)CC1	110.2	98.5	101.4	104.3	100.0	94.4	113.0	96.4	102.9
N/C(=N\S(=O)(=O)c1cccc(Br)c1)Nc1nc2ccccc2[nH]1	89.9	70.3	88.3	100.1	107.0	43.3	93.4	86.2	92.1
O=C1OC(c2nc3ccccc3s2)=C/C1=C\c1ccccc1Cl	119.9	79.0	100.7	93.5	118.9	71.3	123.3	95.2	103.9
CC1=C(C#N)C2=Nc3ccccc3C(=O)NN2C(c2ccccc2)=C1	107.4	98.1	92.6	102.9	128.1	75.3	125.0	102.8	102.6
CC1=C2C(=C[C@@](C)(COS(N)(=O)=O)[C@@H]2O)C(=O)[C@](C)(O)C12CC2	-30.2*	85.8	81.2	47.4	55.7	54.6	95.9	71.8	79.4
O=C(c1cc2cccnc2n1-c1ccc(Cl)c(Cl)c1)N1CC(F)C1	110.0	94.0	105.1	101.0	97.2	84.1	99.8	96.3	102.7
COc1cc2c3c(n(CCCNC(C)C)c(=O)c2cc1OC)-c1nc2c(cc1C3=O)OCO2	nt	13.7	-88.9*	4.0*	81.9	-97.0*	97.2	-76.3*	-78.3*
NC(Cc1ccccc1)C(=O)NC(Cc1ccccc1)C(=O)O (stereo not drawn)	105.4	97.1&106.0	101.4&102.7	103.3&103.2	102.1&93.2	86.9&88.5	105.3	94.0&99.0	104.4&110.9
CCCCCCCCCCCCCCCC[N+](C)(C)CCCNS(=O)(=O)c1ccc(C#N)cc1	nt	105.5	105.2	108.2	106.2	90.7	121.2	109.3	102.5
COc1cc(-c2nc3ccccc3s2)ccc1OCc1nc2n(n1)S(=O)(=O)c1ccccc1N2c1ccccc1	113.7	nt	107.9	107.2	100.2	82.4	121.0	98.1	95.1
Nc1ccc(CCc2ccncc2)cc1	111.1	99.8	94.3	105.9	90.7	88.3	98.8	97.6	93.7
COc1ccc(Nc2nc(C)c(/C(C)=N\NC(N)=S)s2)cc1	99.7	86.4	86.6	94.3	100.3	81.2	87.6	97.1	76.8
